F508del corr: correctors of CFTR F508del function in bronchial epithelial cells; activity (quench increase), % at 7.58 µM; CFBE cells, YFP halide quenching; stimulated with forskolin plus potentiator P3; % fluorescence drop versus neutral controls; 350,000 compounds, 0.36% hits;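 active = mean added fluorescence quench of at least 8% versus neutral control, with both replicates also reaching 8%; inconclusive = only one of the mean or replicate conditions met; inactive = mean below 8% and not both replicates reaching 8%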;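 note: cells transiently co-express mutant CFTR-F508del with the halide-sensitive YFP; corrector assay measuring rescue of mutant channel to the surface after 24 h compound exposure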
GSIS activator: primary screen for activators of insulin secretion dependent on glucose, INS-1E cells, GLuc reporter luminescence; INS-1E GLuc reporter insulin secretion, 2-3 h; activation, % at 16.6 µM; 370,000 compounds, 0.61% hits; AID 743287;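 active = lowest replicate activation of at least 40%, so every replicate reaches that level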;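 note: 0% = median of neutral control wells and 100% = median of IBMX positive control wells; some compounds called inactive have numbers as strong as hits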
miR-122 sensor: blocks miR-122 activity in Huh7 sensor cells | 340,000 compounds, 0.3% hits | Huh7 miR-122 Renilla luciferase sensor, 48 h; neutral wells = 0, positive control = 100 | activation (reporter increase), % at 12.5 µM;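 active = mean replicate activation score at least 90 and every replicate individually at or above 90; inconclusive = only one of the two criteria met; inactive = neither criterion met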;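 note: higher luciferase means less miR-122 activity so hits act as miR-122 inhibitors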
EWS-Fli block: inhibitors of EWS/Fli oncoprotein transcriptional activity | 350,000 compounds, 0.67% hits | inhibition, % at 12.6 µM | AID 651661 | A673 NR0B1-luciferase reporter, viability-normalised;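 active = mean inhibition of at least 50% after viability correction, with every replicate also passing that limit; inconclusive = mean reaches 50% but only one of two replicates passes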;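 note: firefly luciferase signal divided by Alamar Blue viability fluorescence both relative to DMSO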
PAX8 reporter: inhibitors of PAX8 transcriptional activity in RMG-I cells; RMG-I TPO-luciferase reporter, SteadyGlo, 24 h; inhibition, % at 12.6 µM; 360,000 compounds, 1.2% hits; AID 652154;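 active = mean replicate inhibition at least 60% with every replicate also reaching 60%; inconclusive = only one of the two criteria is met; inactive = mean below 60% and not all replicates reaching 60%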;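 note: luciferase light reporting Pax8 driven TPO promoter activity; plate controls were median of neutral control wells for no effect and mitoxantrone controls for full effect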
FN deposition inh: fibronectin deposition inhibition | inhibition, % at 12.6 µM | AH1F fibroblasts, Alexa488-fibronectin deposition fluorescence, overnight | 350,000 compounds, 0.086% hits;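 active = mean inhibition across replicates of 30% or more, regardless of how many single replicates reach that level; inconclusive = mean under 30% yet at least half of replicates reach 30%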;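 note: positive control wells lacked labelled fibronectin entirely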
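Material: AH1F fibroblasts assembling fluorescent fibronectin matrix; amount: 10000 AH1F cells/well; medium: DMEM, 2% serum; reagent: Alexa488-fibronectin, 24 nM final in well; dosing: single compound dose, delivered by pin transfer; incubation: 1 h adhesion, overnight exposure; detection: fluorescence after three HBSS washes, excitation 485 nm, emission 525 nm; measure: fibronectin deposition inhibition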
DENV2 CPE rescue: DENV2-induced cell death inhibition; AID 651640; 350,000 compounds, 1.7% hits; CPE inhibition, % at 9.99 µM; DENV2-infected cells, cytopathic effect rescue, plate reader; in the data active = CPE inhibition above about 20%, passing the limit was not always enough; inconclusive = no clear call, values can overlap the other calls; tested in BHK-21 cells;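 note: 0% = median of neutral control wells and 100% = median of positive control wells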
The depositor's hits bear a star; ? = inconclusive; . = not tested or not shown; & = joins results of further samples; [ ] = another dose, or the depositor's remark.

Structure	F508del corr	GSIS activator	miR-122 sensor	EWS-Fli block	PAX8 reporter	FN deposition inh	DENV2 CPE rescue
COc1cc(NC(=O)CNc2ccc(Cl)c(S(=O)(=O)N3CCOCC3)c2)cc(OC)c1	0.0	-1	13	8	17	-1	-2
CCOC(=O)C(/C(N)=N/C(=O)Nc1ccccc1)=C(\C)O	-3.2	1	.	6	.	.	-4
Cc1ccc2[nH]c3c(c2c1)CN(C(=O)CN1CCCc2ccccc21)CC3	.	-8	16	.	7	-1	.
CCNC(=O)Nc1ccc2c(c1)C(=O)N(C)[C@@H]1CC[C@H](CC(=O)NC3CCCCC3)O[C@@H]1CO2	-0.8	15	4[16.7 µM]	0	3	-7	3
Cc1ccc(CNC(=O)C2CCC(=O)N(C3CC3)C2)cc1 (stereo not drawn)	-1.5	9	-4	1	.	0	0
CSC1=NCCN1C(=O)c1c(-c2ccccc2Cl)noc1C	-2.9	5	.	-4	-7	0	-3
Cc1ccccc1C(=O)NC1CCN(C(=O)N(c2ccccc2)c2ccccc2)CC1	.	.	5	.	11	-4	.
COc1ccccc1NC(=O)N(C)C[C@@H]1OCc2ccccc2-c2c(n(C)c3ccccc23)C(=O)N([C@H](C)CO)C[C@@H]1C	0.3	-10&-16	-3	2	17	-5&4	7
CC(=O)Nc1ccc(C(=O)OC2CCCCC2=O)cc1 (stereo not drawn)	.	.	1	.	-10	-9	.
CC1(C(=O)NCc2ccccc2)Cc2c(-c3ccc(C(N)=O)cc3)ccnc2O1 (stereo not drawn)	15*	.	-8	54*	-11	12	6
Cc1cccc(C(=O)c2c(N)sc3c2CCCC3)c1	.	-8	11	.	11	2	.
O=C(/C=C/c1cccc(F)c1)OCC(=O)N1CCCc2ccccc21	-1.6	3	-4	-3	-9	2	9
N#Cc1c(-c2ccccc2)nc(-c2ccccc2)[nH]c1=O	.	8	7	.	1	2	.
Cc1onc(-c2ccccc2Cl)c1C(=O)NCc1nnnn1-c1ccc(F)cc1	0.0	11	0	-2	-2	-6	-2
O=C(CCNC(=O)c1ccc([N+](=O)[O-])cc1)NCCC1=CCCCC1	5.4	-6	-6	1	8	7	-10
S=c1[nH]nc(Cc2n[nH]c(=S)n2-c2ccccc2)n1-c1ccccc1	-1.7	-11	-5	10	10	.	6
O=C(COc1ccccc1F)N1N=C(c2cccs2)CC1c1ccco1 (stereo not drawn)	-1.5	-4	1	-5	0	.	-1
CCC(C)[C@H]1CNC(=O)C(=O)N1CC(C)(C)C (stereo partly drawn)	-1.5	-4	.	-2	-4	5	?
CCNC(=O)C[C@H]1CC[C@@H]2[C@H](COc3ccc(NS(=O)(=O)c4ccccc4C)cc3C(=O)N2C)O1	3.6	3	3[16.7 µM]	0	17	3	-11
CO[C@H]1CN(C)C(=O)c2ccc(NC(=O)Nc3ccccc3)cc2OC[C@H](C)N(C(=O)CC2CC2)C[C@@H]1C	1.6	-7	.	-1	.	12	-12
CC(Oc1cc2oc(=O)c3c(c2cc1Cl)CCC3)C(=O)N1C[C@H]2C[C@@H](C1)c1cccc(=O)n1C2 (stereo partly drawn)	-1.1	.	1	-2	.	.	?
COc1cccc(NC(=O)CSc2ccc(-c3sc(C)nc3C)nn2)c1	0.7	.	-2	3	.	0	-1
C[C@@H]1CN([C@H](C)CO)C(=O)Cc2cc(NS(C)(=O)=O)ccc2O[C@@H]1CN(C)S(=O)(=O)c1cccs1	1.0	7	1[16.7 µM]	-1	-4	-23	4
Cc1cc(Nc2ccc(Cl)cc2)nc(-c2ccccc2O)n1	2.2	-46	18	-6	6	-4	8
C/C(Cn1cnc([N+](=O)[O-])n1)=N\NC(=O)c1cccnc1	.	14	.	.	18	6	.

Filtered by structure, those above containing an NH in an aromatic ring
Structure	F508del corr	GSIS activator	miR-122 sensor	EWS-Fli block	PAX8 reporter	FN deposition inh	DENV2 CPE rescue
Cc1ccc2[nH]c3c(c2c1)CN(C(=O)CN1CCCc2ccccc21)CC3	.	-8	16	.	7	-1	.
N#Cc1c(-c2ccccc2)nc(-c2ccccc2)[nH]c1=O	.	8	7	.	1	2	.
S=c1[nH]nc(Cc2n[nH]c(=S)n2-c2ccccc2)n1-c1ccccc1	-1.7	-11	-5	10	10	.	6

Continued.
Structure	F508del corr	GSIS activator	miR-122 sensor	EWS-Fli block	PAX8 reporter	FN deposition inh	DENV2 CPE rescue
CCOc1ncccc1C(=O)OCC(=O)Nc1ccc2c(c1)OCCO2	1.5	24	-6	-5	-10	0	3
COc1ccc(S(=O)(=O)N(C)C)cc1NC(=O)C1CCN(c2ncnc3sc(C)c(C)c23)CC1	5.6	-2	-3	27	17	4	7
Cc1ccc(/C=C/S(=O)(=O)NCC(=O)OCC(=O)Nc2ccc(C(N)=O)cc2)cc1	-0.9	6	1	-3	1	1	-1
CN1CCN(CCC(=O)Nc2ccccc2)CC1	-0.3	-5	1	-9	36	3	11
COc1ccc(-c2cc(-c3ccc(O)cc3)nc(N)c2C#N)cc1	-0.2	.	-3	15	-6	1	-1
CCOC(=O)C1CCN(C2=NC(=O)/C(=C/c3ccc(Cl)cc3)S2)CC1	3.2	-16	-4	1	-6	9	-4
O=C(c1ccc2c(c1)OCO2)N1C[C@H]2[C@@H](c3ccccc31)[C@@H](CO)N2Cc1ccccc1Cl	1.4	-21	-12[16.7 µM]	4	14	.	-6
COC(=O)c1ccc(C(=O)NN)cc1	-2.2	.	-2	3	22	5	4
CC(CN1C(C)CCCC1C)OC(=O)c1ccc(Cl)cc1 (stereo not drawn)	-3.6	-9	.	1	5	-3	-5
Cc1cc(C(=O)OCC(=O)Nc2cc(S(=O)(=O)N(C)C)ccc2Cl)c2ccccc2n1	-1.1	2	.	0	-6	5	.
O=C(CN1CCOCC1)N1CCCc2c1c(=O)oc1ccc(OCc3ccccc3)cc21	.	.	6	.	1	3	.
C[C@H](CO)N1C[C@H](C)[C@@H](CN(C)Cc2ccc(C(=O)O)cc2)Oc2c(NC(=O)Nc3ccccc3)cccc2C1=O	-1.1	-12	10[16.7 µM]	-6	-3	.	30*
O=C(C[C@H]1C[C@H](C(=O)N2CCOCC2)[C@@]2(CCC3CCCC3)c3[nH]c4ccc(Cl)cc4c3CCN2C1=O)NCCCn1ccnc1	-1.6	12	-1	11	42	-15	7
COc1ccc(C(=O)Nc2cccnc2Sc2ccc(Cl)cc2)cc1	-0.6	21	-2	-25	-12	-5	0
O=C(C[C@H]1CC[C@H]2[C@@H](COC[C@@H](O)CN2C(=O)c2ccccn2)O1)NC1CCC1	-0.3	5	2[16.7 µM]	.	.	-2	12
Cc1ccc(C(=O)Nc2nnc(S(=O)(=O)Nc3ccccc3C)s2)cc1C	0.6	.	1	13	7	-1	-1
CCCCCCn1c(=O)n2n(c1=O)[C@@H]1CN(S(=O)(=O)c3ccc(C)cc3)C[C@]1(O)[C@@H](OC(=O)NCc1ccco1)C2	-2.6	-15	-4	3	12	-1	-4
O=C(CN1CCCCCCC1)N/N=C/c1ccc(F)c(F)c1	.	14	.	10	2	3	0
CCOc1ccc(N2CC(C(=O)Nc3nnc(Cc4ccc(OC)cc4)s3)CC2=O)cc1 (stereo not drawn)	2.4	-3	1	17	5	0	12
O=C(Nc1ccc(S(=O)(=O)N2CCOCC2)cc1)c1nn(-c2ccc(F)cc2)ccc1=O	-2.3	49	-5	.	15	7	5
Cc1noc(C)c1COc1cccc(C(=O)N(C)Cc2cccs2)c1	-1.5	-6	.	9	-1	11	1
Cc1cc(C(=O)COC(=O)c2ccc(Br)o2)c(C)n1Cc1ccco1	-2.3	8	.	0	-165	-5	-1
O=C(C1CC1)N1CC2(C1)[C@H](c1ccccc1)[C@@H](CO)N2CCC(F)(F)F	1.4	-9	.	-5	.	-10	11
Cc1ccc(S(=O)(=O)N(C)/N=C/C=C/c2ccccc2)cc1	.	1	-3	.	18	-2	.
C=CCCC1CN(Cc2ccc(OC)cc2)S(=O)(=O)c2c(Oc3ccc(C(C)C)cc3)cccc2O1 (stereo not drawn)	0.5&-5.3	4&12	.	9&2	6&12	3&2	?

The listing continues:
Structure	F508del corr	GSIS activator	miR-122 sensor	EWS-Fli block	PAX8 reporter	FN deposition inh	DENV2 CPE rescue
COc1ccc(NC(=O)CN2CCc3ccccc3C2)cc1S(=O)(=O)N1CCOCC1	-0.2	.	.	-3	39	4	51*
CC(=O)N1CCOc2ccc(S(=O)(=O)Nc3ccc(Cl)cn3)cc21	-0.8	45	61	3	-8	-1	8
O=C1CC(NCc2ccncc2)C(=O)N1c1ccc(Cl)cc1 (stereo not drawn)	.	.	5	.	1	-2	.
COc1ccccc1CNC(=O)N1CCN(c2ccccc2)CC1	6.5	-3	-5	-16	15	11	1
CCOc1ccc(NC(=O)COC(=O)CSCC(=O)Nc2ccc(C)cc2C)cc1	0.2	3	.	-1	3	-5	?
O=C(NCC1COc2ccccc2O1)c1cc(S(=O)(=O)N2CCOCC2)c(Cl)cc1Cl (stereo not drawn)	1.0	-4	1	3	22	1	-2
CCOC(=O)C1=CC[C@@H](c2ccccc2)N(S(=O)(=O)c2ccc(C)cc2)[C@H]1C#N	-1.4	26	0	-4	-81	6	-7
Cc1noc(C)c1CCC(=O)N1CCCC(N2CCN(c3ccc(F)cc3)CC2)C1 (stereo not drawn)	-1.5	-10	-3	-2	-1	-2	-9
CCCNC(=O)N1CC2(CN(C(=O)c3ccncc3)C2)c2c([nH]c3cc(OC)ccc23)[C@@H]1CO	-0.5	6	.	-7	.	.	?
COc1cccc(NC(=O)CCc2nnc3ccc(NCc4ccco4)nn23)c1	3.2	18	-13	.	26	-2	-7
CCN(CC)c1ccc(/C=C2\C(=O)N(c3nnc(C)c(=O)[nH]3)N=C2C)cc1	-0.8	-50	-1	18	7	3	3
C/C(=N/OC(=O)c1ccc(C)cc1)C(=O)c1ccc(Br)cc1	-0.2	-7	-1	0	7	-7	1
C[C@H](NC(=O)N(C)C[C@H]1OCc2ccccc2-c2c(n(C)c3ccccc23)C(=O)N([C@@H](C)CO)C[C@H]1C)c1ccccc1	0.0	-14	.	6	-5	6	-1
COc1cc2ccccc2cc1C(=O)N/N=C/c1cccs1	1.2	-6	24	58*	41	2	0
COc1cccc(CN(C)C(=O)C2CCC(=O)N(Cc3cccc(F)c3)C2)c1 (stereo not drawn)	-1.0	8	3	-7	-8	6	-7
CO[C@H]1CN(C)C(=O)c2ccc(NS(=O)(=O)c3ccc(C)cc3)cc2OC[C@@H](C)NC[C@H]1C	0.4	12	1[16.7 µM]	-5	.	-4	-9
O=C(NCCn1cccn1)c1ccc(OC2CCN(C(=O)C3CC3)CC2)cc1	-5.6	0	.	-10	-4	0	-1
C[C@@H]1CN([C@H](C)CO)C(=O)c2c(c3ccccc3n2C)-c2ccccc2CO[C@@H]1CN(C)Cc1ccc(O)cc1	-4.6	-16&-13	6	9	10	9&11	0
O=C(NC(=S)Nn1cnnc1)c1ccc(F)cc1Cl	2.0	-6	-16	0	8	3	5
CCOC(=O)N1CCC(N2CCCC(CO)(Cc3ccccc3C)C2)CC1 (stereo not drawn)	-1.3	11	.	7	16	6	6
CCCNC(=O)C[C@H]1CC[C@H]2[C@H](COc3ccc(NC(=O)c4cc(C)on4)cc3C(=O)N2C)O1	2.7	0	9[16.7 µM]	0	-18	-10	7
CCOC(=O)N1CCN(C(=O)c2ccc([N+](=O)[O-])cc2Cl)CC1	3.1	12	1	-17	0	-5	-1
